From PubChem BioAssay
PhoP GFP inhibition = Inhibition of PhoP regulon, Salmonella typhi GFP reporter cells, confirmation, 4 h (AID 1850); inhibition, % at 50 µM; hits with a dose series show IC50 in µM; actives 0.33% (n = 310,000); Salmonella Typhi PhoP-promoter GFP reporter, fluorescence, 4 h; higher % means a stronger effect; in the data active = a potency from the dose series; inconclusive = inhibition mostly from about 25% at the one dose, without a potency; inactive = the rest, 99 in 100 with inhibition below about 19%;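 also: 0% = induced wells with vehicle and 100% = uninduced wells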
H1N1 NS1A inhibition = NS1A inhibition, H1N1 influenza, cell based functional assay (AID 504329); NS1A functional cell-based assay, percent inhibition; higher % means a stronger effect; inhibition, % at 12.5 µM, or IC50 in µM where a hit was titrated; actives 0.3% (n = 340,000); in the data active = a potency from the dose series; inconclusive = inhibition above about 27% without an active follow-up result; also: strong numbers were not always called active
tuberculosis growth = growth inhibition of non-replicating M. tuberculosis (AID 488890); one-dose inhibition, % at 25 µM; IC50 in µM for titrated hits; Mycobacterium tuberculosis non-replicating, growth inhibition; higher % means a stronger effect; actives 0.39% (n = 320,000); in the data active = a potency from the dose series; inconclusive = inhibition mostly from about 82% at the one dose, without a potency; inactive = the rest, 99 in 100 with inhibition below about 76%;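 also: plate controls were DMSO cells for no effect and high antibiotic wells for full effect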
inhibitors of VEEV = inhibitors of VEEV TC-83 cytopathic effect, confirmation, Vero cells (AID 588727). Vero cells, VEEV TC-83 cytopathic effect inhibition; higher % means a stronger effect. inhibition, % at 20 µM, or IC50 in µM where a hit was titrated. actives 0.13% (n = 350,000); in the data active = a potency from the dose series; inconclusive = inhibition mostly from about 14% at the one dose, without a potency; inactive = the rest, 99 in 100 with inhibition below about 12%; also: strong numbers were not always called active
H37Rv inhibition = M. tuberculosis growth inhibition, HTS (AID 449762); actives 0.59% (n = 330,000); M. tuberculosis H37Rv growth inhibition, 7H9 media; higher % means a stronger effect; inhibition, % at 25 µM, or IC50 in µM where a hit was titrated; in the data active = a potency from the dose series; inconclusive = inhibition above about 70% without an active follow-up result;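 also: bacterial growth assessed after seven days of incubation; strong numbers were not always called active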
inhibitors of VEEV 10K pilot screen = also measured in inhibitors of VEEV; calls as there; inhibition, %; measured here: 10K pilot screen inhibition
The depositor's hits bear a star; i = inactive; ? = inconclusive; nt = not tested or not shown; & = joins results of further samples.

SMILES	PhoP GFP inhibition	H1N1 NS1A inhibition	tuberculosis growth	inhibitors of VEEV	H37Rv inhibition	others
O=C(CN1CCCCCC1)N1c2ccccc2Sc2ccccc21	4%	3%	-6%	3.1%	0%
COc1cc2c(cc1OC)C(c1ccncc1)CC(=O)N2 (stereo not drawn)	2%	-1%	-5%	1.4%	-8%
O=S(=O)(NC1CCCCC1N1CCN(c2cccc(Cl)c2)CC1)c1ccccc1 (stereo not drawn)	-14%	7%	42%	0.9%	13%
CC(C)CC(COCc1cccc(Cl)c1)N1CCN(C(=O)c2cccc(C(F)(F)F)c2)CCC1=O (stereo not drawn)	4%	5%	14%	3.5%	-6%
O=S(=O)(/C=C/c1ccccc1)N1CCN(c2ccc(F)cc2)CC1	-6%	1%	3%	i	3%
CCCc1cc(=O)[nH]c(SCC(=O)Nc2ccc(Cl)c(S(=O)(=O)N3CCOCC3)c2)n1	nt	-13%	18%	1.2%	-6%
O=S1(=O)CCN2C=C(Br)C=C(Br)C2=N1	-6%	-5%	-5%	1.1%	-10%
O=C1C2ON(c3ccccc3)C(c3ccncc3)C2C(=O)N1c1ccc(Br)cc1 (stereo not drawn)	-8%	-15%	5%	0.2%	-14%
COc1ccc(NC(=O)c2cc3c(COC(C)=O)cnc(C)c3oc2=Nc2cccc(C(=O)O)c2)c(OC)c1	-6%	-11%	-8%	0.3%	0%
CCCNC(=O)C(Cc1ccc(F)cc1)NC(=O)c1ccc(C#N)cc1 (stereo not drawn)	nt	0%	-14%	i	-15%
Cc1ccc(NC(/C=C/N(C)C)=C/C(=O)C(F)(F)F)c(C)c1	4%	-4%	11%	1.9%	6%
CC1CCN(C(=O)CSc2nnc3c(n2)[nH]c2ccccc23)CC1	7%	8%	-14%	2.5%	-6%
Cc1cc(C)c2nc(-c3ccco3)cc(C(=O)O)c2c1	nt	-11%	nt	0.8%	nt
COCC1CCN(C(=O)C2CCC(=O)N(C3CCCC3)C2)CC1 (stereo not drawn)	-1%	-6%	2%	2.1%	2%
CCCCOP(=O)(OCCCC)C(O)c1ccc(F)cc1 (stereo not drawn)	3%	-22%	-5%	i	11%
N#CC(C#N)=C1SC(=Nc2ccccc2)C(=Nc2ccccc2)N1c1ccccc1	nt	-26%	nt	4.9%	nt
CCOc1ccc(C(c2c(C)[nH][nH]c2=O)c2c(C)[nH][nH]c2=O)cc1OCC	3%	-2%	-18%	0.2%	5%
CCn1c(SCC(=O)Nc2cc(C)on2)nnc1-c1c[nH]c2ccccc12	1%	-3%	-2%	4.8%	-4%
Cc1cc(=O)[nH]c(SCC(=O)NC2CCCCCC2)n1	nt	-1%	13%	5.5%	2%
Cc1ccccc1NC(=O)Nc1cccs1	4%	9%	-12%	0.8%	-5%
CN(C)c1nc(SCc2ccccc2)nc(N2CCOCC2)n1	4%	5%	15%	3.9%	-1%
CN(c1ccccc1)S(=O)(=O)c1ccc(C(=O)NNC(=O)c2ccccc2)cc1	nt	1%	-7%	0.8%	1%
CC(=O)C1=C(O)C(=O)N(c2ccc(Br)cc2)C1c1cccc(F)c1 (stereo not drawn)	1%	-6%	47%	i	2%
COC(=O)Cn1cc(/C=C/[N+](=O)[O-])c2ccccc21	5%	-8%	14%	1.0%	-8%
O=C(Oc1ccc(/C=N/NC(=O)c2ccco2)cc1)c1ccccc1	nt	2%	48%	i	-3%
COc1ccc(CCC(=O)Nc2cc(S(=O)(=O)N3CCCCC3)ccc2N(C)C)cc1	nt	-8%	14%	9.1%	-5%
CCCCCN(C(=O)CCC(=O)OCC(=O)c1cccc(OC)c1)c1c(N)n(CCCC)c(=O)[nH]c1=O	0%	-2%	6%	1.5%	-8%
COc1cccc(OC)c1OCCCN1CCC(Cc2ccccc2)CC1	-1%	-2%	-4%	i	4%
CC(C)c1nnc(SCC(=O)Nc2ccc3c(c2)OCCO3)n1C	12%	8%	-5%	0.9%	-4%
CC(C)Cn1c(-c2ccco2)n[nH]c1=S	-14%	-2%	12%	i	1%
COc1ccc(-c2nsc(SCC(=O)Nc3ccc4c(c3)OCO4)n2)cc1	-7%	3%	?	0.9%	2%
CCOc1cc(N2CCOCC2)c(OCC)cc1NC(=O)Cn1nc(C)c([N+](=O)[O-])c1C	-7%	-3%	-4%	2.5%	1%
CCC(C)c1ccc(S(=O)(=O)N2CCN(c3ccccn3)CC2)cc1 (stereo not drawn)	-3%	19%	12%	i	5%
Cc1ccc(C2CC(=O)NC(SCC(=O)OCc3ccccc3)=C2C#N)o1 (stereo not drawn)	4%	-12%	11%	7.1%	0%
COc1cccc(C2c3c(oc4ccccc4c3=O)C(=O)N2Cc2ccco2)c1 (stereo not drawn)	-18%	4%	-3%	2.5%	-4%
Cc1cc(C(=O)CSc2nnc(-c3cccnc3)n2-c2ccccc2)c(C)n1CC1CCCO1 (stereo not drawn)	-4%	0%	1%	i	3%
COc1ccccc1NC(=O)Nc1nc(CC(=O)NC2CCCC2)cs1	8%	-3%	42%	10%	15%
CCOC(=O)c1cccc(NC(=S)NCc2ccc(C)cc2)c1	-3%	-9%	?	1.6%	0%
COc1ccccc1-c1ccc(NC2CCCC2)nn1	-26%	-3%	62%	1.7%	5%
Cn1c(SCC(=O)N2CCCC2=O)nnc1-c1ccccc1F	0%	6%	-16%	0.8%	-4%
C[C@H](O)Cc1cc2ccccc2c(=O)o1	nt	-17%	-3%	1.3%	3%
Nc1[nH]ncc1N=Nc1ccc(Cl)cc1	0%	11%	?	1.0%	nt
COc1ccc(NC(=O)CSc2nc3ccccc3c(=O)n2CCNC(C)=O)cc1	-3%	3%	7%	5.0%	-8%
Cc1ccccc1Cn1nnc(-c2ccc(F)cc2)n1	3%	-4%	67%	2.8%	2%
Cc1ccc(-c2cc(=O)[nH]c3ccccc23)cc1	7%	-6%	33%	4.2%	5%
Cc1ncc(/C=C2\C(=O)Nc3ccccc32)[nH]1	-10%	nt	4%	5.0%	-3%
CC(C)C[C@H](NC(=O)[C@H](Cc1ccccc1)n1c(=O)[nH]c2ccccc2c1=O)C(=O)N1CCC[C@H]1C(=O)O	6%	3%	4%	0.1%	-2%
COc1ccc2[nH]c(C)c(CCN3CCC(=O)C(C)C3C)c2c1 (stereo not drawn)	1%	-7%	18%	1.1%	-5%
NC(=O)CCc1c[nH]c2ccccc12	-2%	0%	nt	0.9%	-7%
COc1ccc(S(=O)(=O)N2CCN(C(=O)c3oc4ccccc4c3C)CC2)cc1	0%	-3%	24%	5.9%	16%
NS(=O)(=O)c1ccc(NC(=O)COC(=O)c2ccc([N+](=O)[O-])s2)cc1	9%	-6%	-8%	i	-6%
Cc1ccc(-c2nc(NCc3ccco3)n(S(C)(=O)=O)n2)cc1	-5%	-10%	1%	2.3%	0%
COc1ccc(NC(=O)c2ccc3c(c2)C(=O)N(Cc2cccnc2)C3=O)c(OC)c1	1%	-5%	-4%	0.6%	1%
COc1cccc(C=NCCCN=Cc2cccc(OC)c2O)c1O	4%	-17%	-14%	0.7%	3%
COc1ccc(C(=O)C2CCCN(C(=O)c3n[nH]c4c3CCCC4)C2)cc1OC (stereo not drawn)	-6%	-2%	-6%	i	-2%
c1ccc(-c2ccn3nnnc3n2)cc1	-15%	-35%	-2%	2.2%	-9%	inhibitors of VEEV 10K pilot screen=1.7
COc1cc(=O)n(C)c2c(O)cccc12	5%	-11%	-3%	2.4%	10%
CC1(C)Cc2cccc(OCC(=O)NCCc3ccc(S(N)(=O)=O)cc3)c2O1	nt	-3%	18%	2.9%	-3%
C[C@@H](NC(=O)OC(C)(C)C)C(=O)NCC1CCC(C(=O)N[C@@H](Cc2ccccc2)C(=O)O)CC1 (stereo partly drawn)	-9%	-1%	3%	0.5%	3%
CCOc1ccc(-c2nnc(-c3snc(-c4ccc(F)cc4)c3N=CN(C)C)o2)cc1	4%	21%	-7%	0.7%	11%

(next part)
SMILES	PhoP GFP inhibition	H1N1 NS1A inhibition	tuberculosis growth	inhibitors of VEEV	H37Rv inhibition	others
Cc1nc2ccc(NC(=S)NC3CCCCC3)cc2nc1C	8%	5%	?	8.6%	-2%
COc1ccc(S(=O)(=O)NCc2cccnc2)cc1C	-3%	-2%	-3%	i	-6%
O=C(NCCCN1CCCC1=O)c1sc2ccccc2c1Cl	-7%	-3%	-5%	4.0%	-23%
COc1cc(-c2nnc3sc(C4CCCCC4)nn23)cc(OC)c1OC	-4%	9%	57%	12%	?
COc1cccc2cc(C(C)=O)oc12	-8%	-1%	-14%	1.5%	-4%
c1cc(C(c2nnnn2C2CCCCC2)N2CCN3CCCC3C2)ccn1 (stereo not drawn)	-4%	0%	16%	0.1%	-1%
Cc1csc(=O)n1CC(=O)Nc1ccc(S(C)(=O)=O)cc1	nt	-11%	-1%	i	4%
O=C(NNC(=O)C1CCCN(S(=O)(=O)c2cccc(F)c2)C1)C1CC1 (stereo not drawn)	0%	-15%	0%	1.7%	-12%
COc1cccc(C(=O)N/N=c2\sc3ccccc3n2C)c1	11%	-12%	-6%	1.6%	30%
Cc1nnc(Nc2ccc3c(c2)OCO3)c2ccccc12	-1%	2%	3%	0.1%	-1%	inhibitors of VEEV 10K pilot screen=0.3
O=C(NCc1ccccc1F)c1cccc(S(=O)(=O)N2CCCCC2)c1	nt	-2%	-6%	i	-5%
CCOC(=O)c1nn(-c2ccc(F)cc2)cc1O	-6%	4%	-1%	0.7%	-4%
COC(=O)c1ccccc1NC(=O)CN1C(=O)CSC1=O	0%	14%	-1%	i	2%
CCOCC1(CCc2ccccc2)C(=O)NC(=S)NC1=O	nt	-12%	nt	i	nt
CCc1ccc2c(CN3CCc4ccccc43)cc(=O)oc2c1	7%	-3%	28%	i	-1%
CCC1CCCCN1CC(=O)Nc1cc(OC)c(OC)cc1C#N (stereo not drawn)	nt	7%	nt	i	nt
c1ccc(-c2cn3c4c(sc3n2)CCCC4)cc1	1%	0%&-6%	24%	2.1%	1%
CC(C)C(=O)N1CCC(c2nc(-c3ccc(S(=O)(=O)N4CCN(C)CC4)cc3)no2)CC1	-1%	3%	-6%	0.3%	-2%
CNc1c(NS(=O)(=O)c2ccc(Br)cc2)c(=O)oc2ccccc12	-1%	-7%	-1%	0.7%	6%
CC(C)(O)P(=O)(O)CCc1ccccc1	0%	7%	-16%	i	0%

Reprinted from the listing, 15 compounds:
SMILES	PhoP GFP inhibition	H1N1 NS1A inhibition	tuberculosis growth	inhibitors of VEEV	H37Rv inhibition	others
Cc1ccc(-c2nc(NCc3ccco3)n(S(C)(=O)=O)n2)cc1	-5%	-10%	1%	2.3%	0%
COc1ccc(NC(=O)c2ccc3c(c2)C(=O)N(Cc2cccnc2)C3=O)c(OC)c1	1%	-5%	-4%	0.6%	1%
COc1cccc(C=NCCCN=Cc2cccc(OC)c2O)c1O	4%	-17%	-14%	0.7%	3%
COc1ccc(C(=O)C2CCCN(C(=O)c3n[nH]c4c3CCCC4)C2)cc1OC (stereo not drawn)	-6%	-2%	-6%	i	-2%
c1ccc(-c2ccn3nnnc3n2)cc1	-15%	-35%	-2%	2.2%	-9%	inhibitors of VEEV 10K pilot screen=1.7
COc1cc(=O)n(C)c2c(O)cccc12	5%	-11%	-3%	2.4%	10%
CC1(C)Cc2cccc(OCC(=O)NCCc3ccc(S(N)(=O)=O)cc3)c2O1	nt	-3%	18%	2.9%	-3%
C[C@@H](NC(=O)OC(C)(C)C)C(=O)NCC1CCC(C(=O)N[C@@H](Cc2ccccc2)C(=O)O)CC1 (stereo partly drawn)	-9%	-1%	3%	0.5%	3%
CCOc1ccc(-c2nnc(-c3snc(-c4ccc(F)cc4)c3N=CN(C)C)o2)cc1	4%	21%	-7%	0.7%	11%
Cc1nc2ccc(NC(=S)NC3CCCCC3)cc2nc1C	8%	5%	?	8.6%	-2%
COc1ccc(S(=O)(=O)NCc2cccnc2)cc1C	-3%	-2%	-3%	i	-6%
O=C(NCCCN1CCCC1=O)c1sc2ccccc2c1Cl	-7%	-3%	-5%	4.0%	-23%
COc1cc(-c2nnc3sc(C4CCCCC4)nn23)cc(OC)c1OC	-4%	9%	57%	12%	?
COc1cccc2cc(C(C)=O)oc12	-8%	-1%	-14%	1.5%	-4%
c1cc(C(c2nnnn2C2CCCCC2)N2CCN3CCCC3C2)ccn1 (stereo not drawn)	-4%	0%	16%	0.1%	-1%

Rows were taken by chance; any-hit rate near 1.6%.
